NR5A2 inv ag = inverse agonists of human LRH-1 (NR5A2); inhibition, % at 3.6 µM; actives 0.13% (n = 360,000); HEK293T StAR-luciferase reporter, LRH-1 transfected, 24 h; O00482;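 active = inhibition above the mean inhibition of all tested compounds plus 3 SD, cut at about 73% in these data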;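 also: 0% = DMSO wells and 100% = reporter-only cells lacking LRH-1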
TRAIL sens C8 = caspase-8 TRAIL sensitization. NB7+C8 cells + TRAIL, ATPlite viability luminescence. AID 624354. actives 1% (n = 360,000). inhibition (viability loss, TRAIL sensitization), % at 10 µM;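 active = compounds causing at least 50% loss of cell viability in the single-dose screen, relative to plate controls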
TROY signal inh = TROY signaling inhibition | Q293 LMP1-TROYcd NF-kB luciferase reporter, 4 h | inhibition, % at 10 µM | actives 0.98% (n = 360,000) | AID 1347056;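 active = compounds whose plate-normalised and pattern-corrected inhibition of the luciferase reporter signal at the single screening dose is 50% or more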
SRC2 inh = human SRC2 (NCOA2) inhibition; AID 651957; HEK293 GAL4-SRC2 luciferase reporter, luminescence; inhibition, % at 9 µM; Q15596; actives 0.17% (n = 370,000);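 active = inhibition above the mean inhibition of all tested compounds plus 3 SD, set per campaign, cut at about 52% in these data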;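 also: 0% = DMSO treated cells and 100% = cells given Gossypol at 36 µM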
SRC1 inh = inhibitors of human steroid receptor coactivator 1 (SRC1). Q15788. HEK293 GAL4-SRC1 luciferase reporter, luminescence. inhibition, % at 3.6 µM. actives 0.12% (n = 360,000). AID 588354;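 active = inhibition above the campaign mean plus 3 SD, with each screening campaign given its own cutoff, cut at about 60% in these data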;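 also: 0% = DMSO treated cells and 100% = gossypol at 36 µM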
NCOA3 inh = inhibitors of human steroid receptor coactivator 3 (SRC3). Q9Y6Q9. HEK293 GAL4-SRC3 luciferase reporter, luminescence. inhibition, % at 3.6 µM. actives 0.17% (n = 360,000). AID 588352;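 active = inhibition above a per-campaign cutoff, the mean of all compounds plus 3 SD, cut at about 60% in these data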;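 also: 0% = DMSO-treated cells and 100% = gossypol-treated cells at 36 µM; higher means less SRC3-driven luciferase light from the GAL4 reporter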
Target sequence (Q9Y6Q9 whole entry, looked up, the tested form may be a part): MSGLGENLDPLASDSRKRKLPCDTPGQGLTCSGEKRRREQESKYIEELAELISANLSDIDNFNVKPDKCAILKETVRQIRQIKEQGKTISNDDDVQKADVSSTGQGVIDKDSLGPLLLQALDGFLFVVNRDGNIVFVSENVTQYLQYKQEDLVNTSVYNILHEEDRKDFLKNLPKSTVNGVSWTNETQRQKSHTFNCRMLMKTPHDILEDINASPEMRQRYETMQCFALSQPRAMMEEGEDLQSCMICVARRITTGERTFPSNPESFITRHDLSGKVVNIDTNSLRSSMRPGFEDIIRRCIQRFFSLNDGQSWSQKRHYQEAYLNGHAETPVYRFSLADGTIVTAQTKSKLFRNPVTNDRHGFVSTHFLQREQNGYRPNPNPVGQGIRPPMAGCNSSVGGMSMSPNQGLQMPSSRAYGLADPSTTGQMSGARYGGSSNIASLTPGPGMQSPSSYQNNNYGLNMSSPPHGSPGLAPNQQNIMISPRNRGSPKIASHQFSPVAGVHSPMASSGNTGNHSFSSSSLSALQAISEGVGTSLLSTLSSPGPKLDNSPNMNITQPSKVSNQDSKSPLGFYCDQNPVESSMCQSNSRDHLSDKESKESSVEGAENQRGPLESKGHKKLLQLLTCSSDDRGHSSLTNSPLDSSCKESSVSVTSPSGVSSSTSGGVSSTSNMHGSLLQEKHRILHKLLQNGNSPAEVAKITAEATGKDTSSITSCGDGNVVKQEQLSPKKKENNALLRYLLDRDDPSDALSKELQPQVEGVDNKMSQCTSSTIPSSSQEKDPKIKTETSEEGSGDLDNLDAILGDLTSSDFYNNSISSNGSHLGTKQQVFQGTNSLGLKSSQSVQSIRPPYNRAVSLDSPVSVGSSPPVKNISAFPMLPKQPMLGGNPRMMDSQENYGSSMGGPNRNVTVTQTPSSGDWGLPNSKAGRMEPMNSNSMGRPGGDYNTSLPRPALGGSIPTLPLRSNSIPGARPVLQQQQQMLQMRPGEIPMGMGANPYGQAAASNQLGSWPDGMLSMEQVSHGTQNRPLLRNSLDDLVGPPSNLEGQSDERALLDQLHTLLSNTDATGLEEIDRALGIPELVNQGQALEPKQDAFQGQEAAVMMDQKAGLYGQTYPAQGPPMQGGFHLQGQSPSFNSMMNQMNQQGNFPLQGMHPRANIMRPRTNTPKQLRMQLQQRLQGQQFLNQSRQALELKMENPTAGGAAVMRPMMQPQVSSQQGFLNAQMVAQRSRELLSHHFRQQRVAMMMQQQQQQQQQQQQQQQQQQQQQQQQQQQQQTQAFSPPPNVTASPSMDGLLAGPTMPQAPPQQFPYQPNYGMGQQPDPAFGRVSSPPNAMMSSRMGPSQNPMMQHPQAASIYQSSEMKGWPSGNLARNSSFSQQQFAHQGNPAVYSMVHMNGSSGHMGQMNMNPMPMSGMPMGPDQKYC
TLR9-MyD88 block = inhibitors of human TLR9-MyD88 binding; Q9NR96+Q99836; CHO BLA complementation TLR9-MyD88, CCF4 FRET ratio; inhibition, % at 4.98 µM; actives 0.21% (n = 340,000);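 active = inhibition above the mean over all tested compounds plus 3 SD, cut at about 21% in these data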;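 also: 0% = DMSO only wells and 100% = clavulanate BLA inhibitor control wells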
EBV LMP1 NFkB = inhibitors of Epstein-Barr LMP1-induced NF-kappaB reporter; inhibition, % at 12.5 µM; LMP1-induced NF-kappaB luciferase reporter cells, luminescence; actives 0.69% (n = 350,000); in the data active = inhibition above about 41%;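 also: 0% = neutral control wells and 100% = reference inhibitor control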
TWEAK-Fn14 inh = TWEAK-Fn14 signaling inhibition. TWEAK-stimulated Fn14 reporter cells, luciferase luminescence, 8 h. inhibition, % at 10 µM. actives 2% (n = 360,000). AID 1159606; in the data active = inhibition above about 50%
NOD2 RIPK2 PPI = blocks binding of human NOD2 to RIPK2 | CHO BLA complementation NOD2-RIPK2, CCF4 ratio | actives 0.38% (n = 360,000) | AID 624267 | inhibition, % at 4.98 µM | O43353; in the data active = inhibition above about 21%;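 also: 0% = vehicle only and 100% = reference blocker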
NR2F2 inh = inhibitors of human COUP-TFII (NR2F2); P24468; HEK293T NGFI-A luciferase reporter, luminescence; inhibition, % at 8.6 µM; actives 0.7% (n = 370,000); AID 686940;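 active = inhibition above a per-plate cutoff, mean inhibition of test wells between control levels plus 3 SD, cut at about 38% in these data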;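 also: cells cotransfected with COUP-TFII expression vector driving the NGFI-A reporter; 0% = median of COUP-TF2 test wells and 100% = reporter-only cells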
Numbers without * were called inactive; nt = not tested or not shown. Not all compounds are listed (hit frequency here may not be typical).

SMILES	NR5A2 inv ag	TRAIL sens C8	TROY signal inh	SRC2 inh	SRC1 inh	NCOA3 inh	TLR9-MyD88 block	EBV LMP1 NFkB	TWEAK-Fn14 inh	NOD2 RIPK2 PPI	NR2F2 inh
Nn1cnc2c([nH]c3ccccc32)c1=O	-2.2	-5.3	-22.4	-0.2	-5.6	9.0	1.3	-10.3	7.4	4.7	-9.2
O=C1COc2ccc(S(=O)(=O)N3CCN(c4cccc(Cl)c4)CC3)cc2N1	26.1	20.9	-12.4	11.9	-18.5	-4.3	-7.5	5.9	-17.9	-4.5	2.3
Cc1ccccc1SCC(=O)NCCCn1ccnc1	-10.2	1.2	3.3	10.2	-16.6	-1.4	-2.2	0.4	12.3	-0.1	7.8
CCCCCCC1CCC(c2nc(-c3ccncc3)no2)CC1 (stereo unspecified)	-7.4	3.0	-0.3	-20.2	-9.5	-5.8	-11.9	-21.2	1.5	1.3	0.4
Oc1ccc(C[C@H]2CN([C@@H](Cc3ccccc3)CN3CCC[C@@H]3CN3C(=S)NC[C@@H]3Cc3ccccc3)C(=S)N2CC2CCCCC2)cc1	-29.5	-7.8	9.7	7.7	14.4	3.1	nt	nt	8.5	3.5	4.5
COc1cccc(NC(=O)N(Cc2cc3cc(C)cc(C)c3[nH]c2=O)CC2COCCO2)c1 (stereo unspecified)	18.1	1.9	-7.4	-14.5	-16.0	10.3	0.1	6.4	14.6	-0.1	-9.7
COc1cccc(-c2cc(C(=O)NC3CCCCC3)no2)c1	-149.6	3.8	-59.4	-29.9	-64.9	-61.2	-5.3	-31.2	-10.3	-0.3	-70.6
Cc1ccc(S(=O)(=O)N2CCCCC2)cc1C(=O)N(C)CC(=O)Nc1ccc(Cl)c(C(F)(F)F)c1	-8.2	24.8	32.4	4.9	12.2	6.2	7.0	-7.5	22.1	-0.9	5.1
COc1ccc(Cn2c(=O)n(Cc3ccco3)c(=N)c3c4c(sc32)COC(C)(C)C4)cc1	26.5	-2.5	-1.5	14.1	3.0	2.2	1.4	12.5	-13.1	6.0	-7.3
Cc1c(NC(=O)COC(=O)C2CC3C=CC2C3)c(=O)n(-c2ccccc2)n1C (stereo unspecified)	-8.0	-5.9	15.8	8.1	4.3	-0.2	-3.2	-5.7	-4.5	-2.2	0.8
COc1ccc(NC(=O)N(CCCN(C)C)Cc2cc3cc(OC)ccc3[nH]c2=O)cc1	2.8	0.4	-2.3	-8.5	-0.8	22.9	1.5	2.8	-14.2	2.6	3.4
COc1cc2c(cc1OC)CN(CC(=O)Nc1ccccc1SC)CC2	3.3	5.4	2.1	13.3	-3.1	25.7	-1.4	3.6	-0.6	-6.0	28.9
C=CCOc1ccc(/C=C2\C(=N)N3N=C(S(=O)(=O)CC)SC3=NC2=O)cc1OC	1.0	-2.0	7.7	-37.2	-13.1	0.9	-1.1	-7.3	9.1	-14.3	-0.5
COc1cccc(Nc2ccc(-n3ccnc3)nn2)c1	5.8	-6.9	-3.1	-6.8	-39.4	4.9	5.8	-7.6	-17.5	7.4	-4.9
COc1cc(OC)c(C2=Nc3ccc(Br)cc3C(c3ccccc3)N2CC(=O)NN)cc1OC (stereo unspecified)	-4.0	-9.9	-4.9	8.8	4.4	16.1	-2.3	0.5	2.7	-31.9	-6.1
N=c1oc2ccccc2cc1C(=O)NCc1ccccc1	-3.9	9.4	-33.0	-21.0	5.4	6.5	-3.6	6.7	0.1	1.1	-3.6
Cc1ccc(C)c(NNC(=O)C(=O)NNc2cc(C)ccc2C)c1	-15.0	10.6	-28.8	5.2	-11.5	23.3	nt	nt	-8.9	-0.2	8.3
Cc1nc(N2CCOCC2)c2c(C)c(C(=O)Nc3ccc(F)cc3Cl)sc2n1	7.5	-13.0	-30.3	22.6	2.4	-2.6	-14.0	1.0	-15.2	-2.2	6.1
O=C(NCc1ccccc1)c1cnc2n(c1=O)CCS2	8.7	-11.3	3.2	-15.4	-1.2	-15.0	3.9	2.3	-3.4	-12.1	-1.9
CCNC(=O)COC(=O)c1cc(-c2ccccc2)nn1-c1ccccc1	15.0	0.7	-11.5	-1.8	13.0	-1.6	-0.4	-1.5	10.7	0.3	-0.4
Nn1c(SCC(=O)Nc2nnc(-c3ccccc3)o2)nnc1C1CC1	-3.9	11.7	2.4	-8.5	-8.2	10.1	4.3	-0.4	3.2	-14.4	-2.8
Cc1ccccc1/C=C/C(=O)N1CCOCC1	-8.6	4.8	-27.6	-21.8	-17.2	-20.4	-7.6	-1.2	4.6	-8.9	0.0
CC(C)CN1C(=O)C(=O)N(CC(=O)N2c3ccccc3NC(=O)CC2C)C1=O (stereo unspecified)	-14.3	4.3	8.9	-23.0	-5.6	12.0	-4.4	-5.9	11.4	-3.5	2.8
CCOC(=O)N1CCC(n2c(SCC(=O)NCCC3=CCCCC3)nc3ccccc3c2=O)CC1	-12.8	10.8	-23.3	8.2	5.2	-0.6	3.9	14.8	-4.4	4.1	9.3
Cc1cc(OC(=O)c2ccc(F)cc2)c([N+](=O)[O-])c(=O)[nH]1	8.0	22.1	-5.5	-11.8	-17.2	2.1	-11.1	-2.4	-1.7	0.1	4.6

Later entries:
SMILES	NR5A2 inv ag	TRAIL sens C8	TROY signal inh	SRC2 inh	SRC1 inh	NCOA3 inh	TLR9-MyD88 block	EBV LMP1 NFkB	TWEAK-Fn14 inh	NOD2 RIPK2 PPI	NR2F2 inh
O=C(C1CCC1)N1CCc2cc(S(=O)(=O)NCc3ccccn3)ccc21	-13.7	-24.9	-25.3	10.6	-10.0	2.7	-13.5	6.0	-24.3	-2.3	-16.3
O=C(O)c1ccccc1C=NNc1ccccn1	-6.5	-2.5	-10.6	3.2	-18.0	-23.1	-2.1	-0.8	4.2	-6.2	-1.6
CNc1nnc(-c2cc3cc(Cl)ccc3oc2=O)s1	-112.2	21.8	-72.6	-10.1	-69.3	-61.8	16.7	-5.8	-35.7	3.2	-20.2
CSc1ccccc1NC(=O)COC(=O)CSc1ccc(C)cc1	-10.8	24.1	0.6	8.7	5.6	10.1	-8.9	1.5	-3.0	5.1	-13.3
O=C(Nc1ccc(Cl)cc1F)C1CC(=O)N(Cc2ccco2)C1 (stereo unspecified)	9.7	-5.4	-6.5	-10.6	3.5	-6.5	1.9	0.0	9.1	-3.7	-10.3
O=c1[nH]nc2c3ccccc3occ1-2	-14.3	-9.7	nt	4.5	nt	nt	nt	nt	nt	-3.7	-6.0
Cc1ccc(-n2nnnc2-c2ccco2)cc1	13.6	2.2	-1.0	-3.8	-2.5	-10.0	-6.8	2.3	-6.8	-6.8	-0.8
C#CCNC(=O)C1=C[C@H](C2CCCCC2)C[C@H](OCCCCO)O1	-16.7	-12.1	-10.2	-14.2	1.9	-18.3	0.5	3.6	-9.8	2.1	15.6
COc1ccccc1NS(=O)(=O)c1cc(NC(=O)c2ccco2)ccc1N1CCOCC1	4.0	4.0	4.5	9.9	-0.3	21.1	-0.7	2.0	3.4	0.0	-2.4
Cc1ccc(S(=O)(=O)C[C@@H]2OC[C@H](Cc3ccccc3)N2S(=O)(=O)c2ccc(C)cc2)cc1	-11.9	-2.7	nt	-0.7	nt	nt	nt	nt	nt	5.9	7.6
CCCCCCC(=O)N(O)C1CC(=O)N(c2ccc(Cl)cc2)C1=O (stereo unspecified)	6.6	17.7	-19.0	30.8	11.7	9.5	1.9	30.5	-21.2	-3.2	52.4*
Cc1ccc(C(=O)N/C(=C/c2ccco2)C(=O)N2CCC(C)CC2)cc1	-7.4	-0.4	4.4	-2.6	-27.9	-21.3	2.0	3.9	17.1	0.7	-12.2
CN(CC(=O)Nc1ccc(F)cc1)C(=O)Cc1ccsc1	5.9	-2.9	1.9	-12.6	-15.4	-4.0	5.6	-2.8	13.5	-0.5	-12.0
COc1ccc(S(=O)(=O)c2c(O)c3ccc(C(=O)Nc4ccc(F)cc4)cc3[nH]c2=O)cc1	3.1	7.0	8.6	19.3	-2.8	-6.6	5.0	4.7	-5.2	3.5	7.4
CCCCN1C=CC(=C2N=c3cccc([N+](=O)[O-])c3=N2)C=C1	-45.9	-2.4	23.8	-73.5	-95.6	-52.2	-16.8	-4.2	36.1	-2.4	-38.1
O=C(CNC(=O)COc1ccccc1)NCc1cccnc1	3.7	-2.2	7.1	-38.3	-6.1	-7.2	-2.8	-5.6	31.9	-4.9	-1.2
CCN1CCN(C(=O)C2CCN(S(=O)(=O)N3CCC4(CC3)OCCO4)CC2)CC1	-17.7	-12.7	6.2	11.2	6.2	11.2	-0.6	-2.8	21.6	-13.4	3.3
CC(C)(C)C1CCN2CCCC(c3ccc([N+](=O)[O-])cc3)(C1)C21OCCO1 (stereo unspecified)	6.4	-0.3	8.5	-4.3	nt	nt	nt	nt	5.9	-5.3	-3.2
CCCCCCCn1c(NC(=O)CC)nc2ccccc21	8.8	13.1	8.2	5.5	4.8	15.9	3.5	26.6	1.1	-6.7	14.6
CN(C)S(=O)(=O)c1ccc2nnn(O)c2c1	-18.5	-19.9	19.1	-43.9	-38.4	-20.8	-17.7	-7.6	-10.7	1.8	3.9
CCOc1c(Cl)cc(C(=O)Nc2ccccc2C(=O)O)cc1Cl	-28.7	15.9	29.4	-30.3	-24.4	-192.4	5.7	-8.3	-47.7	-4.1	-8.9
CCOC(=O)c1c(C)[nH]c(C(=O)OCC(=O)Nc2ccc(Cl)cn2)c1C	-3.6	-6.0	-19.0	-6.2	-8.2	-5.8	-5.4	3.7	-15.7	-4.1	3.4
COc1ccc(CCNC(=O)C(=O)NCC2CCCO2)cc1 (stereo unspecified)	1.3	-7.3	6.9	-4.0	-16.0	-2.0	4.5	-7.4	9.1	-9.2	6.8
CC(C)Cn1c(O)c(N=NC(=O)c2cccc(S(=O)(=O)N3CCCCC3)c2)c2ccccc21	8.7	9.1	21.7	-7.8	-12.0	14.8	-3.0	15.6	42.2	-7.8	-18.8
CCN(CC(=O)NCc1ccc(F)cc1)C(=O)CN1CCN(c2ccc(OC)cc2)CC1	-1.3	-0.6	2.0	20.4	12.6	-0.6	0.1	0.4	5.1	1.6	-9.6
O=C(CN(CC1CCCO1)C(=O)CNS(=O)(=O)c1ccccc1)NCc1ccco1 (stereo unspecified)	1.6	-6.1	5.3	1.9	-15.2	5.8	3.8	10.7	19.4	-0.5	1.1
Cc1ccn2c(=O)nc(SCC(=O)OCc3ccccc3)nc2c1	2.0	4.9	-22.8	-10.9	-19.4	25.7	-7.0	4.7	-7.2	6.0	-9.6
CCOC(=O)N1CCC(N(CCOC)C(=O)Nc2ccc(Cl)c(Cl)c2)CC1	-21.3	-8.1	5.4	13.2	7.2	-2.3	-0.7	8.9	-38.1	-0.6	17.6
CC1CCCN(C(=O)C2CC(=O)N(c3ccc(Cl)cc3)C2)C1 (stereo unspecified)	7.9	-15.7	12.4	-1.2	2.4	2.3	5.7	-9.0	-4.5	0.4	10.2

Assay outcomes as filed in PubChem.
